Source: PubChem (National Center for Advancing Translational Sciences (NCATS))
Shiga inhibitor: inhibitors of Shiga toxin in Vero cells | Vero cells, Shiga toxin protein synthesis inhibition reporter | inhibition, % at 38.7 µM | actives 9.2% (n = 290,000) | AID 2315; in the data active = inhibition mostly above about 28%, no sharp cut-off; inactive = mostly below about 43%; also: 0% is about no effect
Pf growth 96h: P. falciparum growth inhibition at 96 hour, primary screen for plastid delayed-death inhibitors; actives 6.9% (n = 320,000); P. falciparum luciferase reporter growth, 96 h; AID 504834; Potency, µM (series often up to 28.7 µM), for inactives: top-dose activity change, negative = inhibition, actives largely listed as inhibitors; also: potency is read from the fitted curve at half-maximal effect; % is scaled to controls: 0 for no effect and ±100 for the full control effect
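Parasite growth measured via integrated firefly luciferase reporter in P. falciparum. Infected erythrocytes at 2% hematocrit, 0.05% parasitemia final were treated 96 hours at 37 C under 5% CO2, and luminescence was read.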
LmPK inhibitor: blocks Leishmania mexicana pyruvate kinase activity | Q27686 | purified LmPK, Kinase-Glo ATP luminescence, 1 h | Potency, µM (top dose mostly 57.5 µM), without a hit: at the top dose activity change, negative = inhibition, most hits filed as inhibitors | actives 0.37% (n = 290,000) | AID 1721; also: potency is read from the fitted curve at half-maximal effect; % is scaled to controls: 0 for no effect and ±100 for the full control effect
Target sequence (Q27686 whole entry, looked up): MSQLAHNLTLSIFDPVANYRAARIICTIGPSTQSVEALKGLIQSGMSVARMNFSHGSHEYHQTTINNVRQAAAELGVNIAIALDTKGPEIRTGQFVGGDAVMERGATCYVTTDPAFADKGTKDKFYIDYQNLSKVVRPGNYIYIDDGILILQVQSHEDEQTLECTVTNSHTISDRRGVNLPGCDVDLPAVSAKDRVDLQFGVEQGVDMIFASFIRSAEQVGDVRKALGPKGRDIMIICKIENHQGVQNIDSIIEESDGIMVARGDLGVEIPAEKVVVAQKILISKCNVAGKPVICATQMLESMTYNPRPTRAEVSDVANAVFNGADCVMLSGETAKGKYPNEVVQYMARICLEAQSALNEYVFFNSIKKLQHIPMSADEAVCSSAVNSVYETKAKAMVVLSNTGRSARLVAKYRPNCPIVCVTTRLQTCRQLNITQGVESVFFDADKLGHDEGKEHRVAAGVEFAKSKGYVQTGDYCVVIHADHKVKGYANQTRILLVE
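Purified LmPK (0.1 nM) converted ADP (0.1 mM) to ATP with PEP (0.5 mM) in imidazole buffer pH 7.2 with KCl and MgCl2, 1 h at room temperature. ATP was read by Kinase-Glo luminescence; data normalized to uninhibited and no-enzyme controls.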
Cycloheximide cs: counter-screen hit for Shiga toxin inhibitors, cycloheximide; cell reporter, cycloheximide protein synthesis inhibition counterscreen; max response, %; actives 12% (n = 300,000); in the data active = max response mostly above about 13%, no sharp cut-off; inactive = mostly below about 14%; also: read at 38.3 µM for the half of the compounds with a filed dose; 0% is about no effect
AmpC inh no detg: AmpC beta-lactamase inhibition without detergent; P00811; AmpC nitrocefin hydrolysis, absorbance 480 nm, 0.0001% Triton; Potency, µM (highest dose often 57.1 µM), for the others: top-dose activity change, negative = inhibition, hits mostly inhibitors; actives 0.52% (n = 330,000); AID 485341;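 also: potency is read from the fitted curve at half-maximal effect; plate controls were no compound for no effect and no enzyme for full effect; nearly all actives have a fitted effect of over 20% in size; some results filed as inactive show a strong effect at the top dose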
Target sequence (P00811 whole entry, looked up): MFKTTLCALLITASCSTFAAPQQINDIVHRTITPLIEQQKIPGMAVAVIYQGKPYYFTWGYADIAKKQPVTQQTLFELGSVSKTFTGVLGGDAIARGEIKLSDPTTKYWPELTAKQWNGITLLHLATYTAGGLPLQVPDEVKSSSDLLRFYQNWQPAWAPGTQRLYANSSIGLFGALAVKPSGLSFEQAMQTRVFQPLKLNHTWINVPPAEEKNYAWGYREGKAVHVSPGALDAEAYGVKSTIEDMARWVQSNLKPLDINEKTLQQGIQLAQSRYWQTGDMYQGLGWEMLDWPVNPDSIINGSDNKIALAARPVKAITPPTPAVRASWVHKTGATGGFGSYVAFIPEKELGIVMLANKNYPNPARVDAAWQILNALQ
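AmpC (5.3 nM in the dispensed reagent) in 20 mM phosphate pH 7.0 with 0.01% (detergent screen) or 0.0001% Triton X-100 was preincubated with compounds for 15 min at room temperature. Nitrocefin was then added from an 800 uM solution, and hydrolysis was followed at 480 nm.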
Pf growth 48h: P. falciparum growth inhibition at 48 hours (one generation); actives 5.9% (n = 310,000); Potency, µM (titrated, usually from 28.7 µM), without a hit: at the top dose activity change, negative = inhibition, hits mostly inhibitors; AID 504832; P. falciparum luciferase growth in erythrocytes, 48 h; also: potency is read from the fitted curve at half-maximal effect; % is scaled to controls: 0 for no effect and ±100 for the full control effect
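Firefly luciferase activity from engineered P. falciparum reports growth; inhibitors lower the luminescent signal. Cultures contained 2% hematocrit erythrocytes at 0.1% final parasitemia.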
TbPYK inhibitor: T. brucei pyruvate kinase inhibition | TbPYK enzyme, Kinase-Glo Plus ATP luminescence, 45 min | AID 624173 | actives 0.12% (n = 410,000) | Potency, µM (highest dose often 76.8 µM), without a hit: at the top dose activity, negative = inhibition, actives largely listed as inhibitors; also: potency is read from the fitted curve at half-maximal effect; % is scaled to controls: 0 for no effect and ±100 for the full control effect; nearly all actives have a fitted effect of over 50% in size
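ADP (130 uM final) triggers the TbPYK reaction after compound addition; incubation is 45 min at room temperature. Kinase-Glo Plus is then added and luminescence imaged. Normalized data are fitted to concentration-effect curves.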
The depositor's hits bear a star; ? = inconclusive; . = not tested or not shown; [ ] = another dose, or the depositor's remark. Unless noted, calls follow the shape of the dose curve; as a rule, active = well fitted curve in the direction sought with a large enough effect; inconclusive = small, poorly fitted or top-dose-only effect, or another doubt; inactive = no such curve, though single readings can be large; an effect the other way counts as inactive or inconclusive. Compounds were not picked by outcome (roughly 22% active in at least one column).

SMILES | Shiga inhibitor | Pf growth 96h | LmPK inhibitor | Cycloheximide cs | AmpC inh no detg | Pf growth 48h | TbPYK inhibitor
CC(C)[C@H](NC(=O)NC1CCCC1)C(=O)O | -11 | . | 0% | -1 | -15% | 3% | -3%
COc1ccccc1-n1c(SCC(=O)N2CCCC2)nnc1-c1ccccc1 | -2 | 21% | -6% | -3 | 16% | -7% | 2%
CCOc1cc(C(=O)N2CCN(c3ccc(C(C)=O)cc3)CC2)cc(OCC)c1OCC | 3 | . | -6% | 0 | 72%[activator] | ? | -1%
CCOC(=O)N1CCN(C(=O)COc2cccc3c2CCN(CC)C3=O)CC1 | -8 | ? | 1% | -5 | -1% | 4% | -3%
COc1cc(C(=O)NCCOc2ccccc2C)cc(OC)c1OC | 26 | 19% | -4% | 4 | 17% | 0% | 3%
O=C(CNC(=O)C1COc2ccccc2O1)N/N=C\c1ccccc1Cl (stereo not drawn) | -8 | 50%[activator] | 2% | -2 | -24% | 9% | -4%
COc1ccc(-c2noc(CN(C(=O)c3ccc4c(c3)OCO4)C(C)C)n2)cc1 | -12 | 24% | 4% | -3 | 35% | 0% | 3%
Cc1cccc(NC(=O)CS(=O)(=O)Cc2ccccc2)n1 | 50 | . | 9% | 30 | -17% | 20% | -2%
COC(=O)C/C(N)=C(\C#N)C(=O)OC | 11 | 0% | 0% | 1 | -5% | 0% | 1%
CC(C)(CO)NCc1c(OCc2ccc(Cl)cc2)ccc2ccccc12 | . | 4.1µM* | 5% | -7 | 31% | ? | -2%
O=C(COc1ccccc1Cl)NNC(=O)c1cc(S(=O)(=O)N2CCOCC2)ccc1N1CCCC1 | 13 | 2% | -9% | -1 | 251% | 4% | 1%
O=C(NCCCO)c1ccc2[nH]c3ccccc3c2c1 | 29 | -16% | -3% | 21 | -17% | ? | -6%

Looked up above:
For TbPYK inhibitor, CC(C)(CO)NCc1c(OCc2ccc(Cl)cc2)ccc2ccccc12 is listed with -2%
For Cycloheximide cs, O=C(NCCCO)c1ccc2[nH]c3ccccc3c2c1 is listed with 21

Later entries
SMILES | Shiga inhibitor | Pf growth 96h | LmPK inhibitor | Cycloheximide cs | AmpC inh no detg | Pf growth 48h | TbPYK inhibitor
Cc1cc(C)cc(NC(=O)CC2Oc3ccc(C)cc3NC2=O)c1 (stereo not drawn) | -14 | ? | 1% | -9 | -18% | 0% | -5%
CSc1ccccc1NS(=O)(=O)c1ccc2c(c1)OCCO2 | -15 | -16% | 1% | 1 | -25% | -22% | 0%
Cc1ccc(/C=N/NC(=O)c2nnn(-c3nonc3N)c2C)o1 | -6 | ? | -10% | 3 | -10% | 6% | -9%
Cc1[nH]c(=O)[nH]c(=O)c1S(=O)(=O)N1CCC(C(=O)N2CCN(c3cccc(C(F)(F)F)c3)CC2)CC1 | 11 | 18% | -3% | -6 | 149%[activator] | 10µM* | 1%
Cn1c(SCC(=O)NNC(=O)Cc2ccccc2)nnc1-c1ccccc1 | -13 | -29% | -5% | -3 | -20% | 9% | -7%
Cc1ccc(CC2CC(=O)N(c3nc4ccccc4s3)C2=O)cc1 (stereo not drawn) | -16 | -25% | -1% | 0 | -16% | 28% | 7%
COC(=O)C1=C(c2cccc(OCc3ccccc3)c2)C[C@@H]2CC[C@H]1N2C(=O)NCc1cccc(F)c1 | . | ? | . | . | -12% | 8.3µM* | 4%
CC(=O)Nc1nc(C(F)(F)F)cs1 | -2 | -21% | -2% | -4 | -8% | 3% | -2%
Cc1ccccc1-n1nc(SCC(=O)O)sc1=S | -14 | 29% | -1% | 13 | -6% | 7% | 0%
CCc1ccc(/C=N/NC(=O)c2nnn(-c3nonc3N)c2CN2CCc3ccccc32)cc1 | -5 | ? | -3% | 1 | -19% | -24% | -6%
Cc1ccc2c(c1)N(CC(=O)N1CCCCC1c1cccnc1)C(=O)CO2 (stereo not drawn) | -3 | . | 0% | -3 | -16% | -12% | 0%
Cc1cc(C(=O)COC(=O)CN=C2NS(=O)(=O)c3ccccc32)c(C)n1CCc1ccc(Cl)cc1 | -4 | -12% | 4% | -2 | -43% | 2% | 1%
Cc1cc(NC(=O)COC(=O)c2cc3c(s2)CCC(C)C3)no1 (stereo not drawn) | 2 | 0% | -2% | -1 | -54% | -18% | 1%
Nc1cc(N)nc(SCC(=O)NCCC2=CCCCC2)n1 | . | ? | . | . | -35% | -7% | 3%
COc1ccc(S(=O)(=O)NNC(=O)c2ccc([N+](=O)[O-])cc2)cc1 | . | -2% | 5% | -2 | -16% | 44%[activator] | 1%
COCc1ccc(C(=O)N2CCCC(N(C)CCc3ccc(OC)c(OC)c3)C2)s1 (stereo not drawn) | -41 | ? | -14% | -1 | 14% | -6% | 3%
O=C(c1ccc(C(F)(F)F)cc1)C1CCCN(C(=O)CCN2CCCO2)C1 (stereo not drawn) | -1 | 19% | 2% | -1 | 61%[activator] | -16% | 1%
COc1ccc(CNc2ncccc2[N+](=O)[O-])cc1 | 52* | 66%[activator] | -5% | 26* | -20% | 20% | -5%
Fc1ccc(-n2nnc(-c3cccnc3)n2)cc1 | 70* | 98%[activator] | -18% | 42* | -3% | 113%[activator] | -2%
CCN1C(=O)/C(=C/c2ccc(OC)c(OC)c2)N=C1SCC(=O)NCc1ccco1 | 26* | 13% | 9% | 1 | 1% | 20% | -2%
C/C(=N\Nc1nncc2ccccc12)c1ccc(Cl)c([N+](=O)[O-])c1 | 60 | 64%[activator] | 3% | 17* | 13% | 50%[activator] | -4%
O=S(=O)(c1cccc(NC(=S)N2CCN(c3ccccc3)CC2)c1)C(F)F | -8 | 55%[activator] | 0% | -3 | -24% | 12% | -11%
CCCCCCC(=O)N/N=C1\CCCc2ccccc21 | 15 | 20% | -4% | 1 | -9% | 25% | 0%
O=C(c1ccccc1NS(=O)(=O)c1ccc(Br)s1)N1CCCC1 | -4 | . | -2% | 0 | -19% | -20% | -4%
CCN(CC)C(=O)CSc1nc2c(sc(=S)n2-c2ccccc2)c(=O)n1Cc1ccco1 | -7 | 50%[activator] | 11% | -5 | 29% | . | ?
COc1ccc(N2CCN(C(=O)c3ccccc3Br)CC2)c([N+](=O)[O-])c1 | 55 | 12µM* | -3% | 12 | 32% | 16%[5.75 µM] | 2%
O=C(Nc1nnc(-c2ccccc2)o1)c1cc(Cl)sc1Cl | 16 | -12% | 1% | 0 | -18% | 22% | 3%
CCOc1ccccc1/C=C(\C#N)C(=O)Nc1cccc(C(=O)O)c1 | 7 | 19% | -5% | -4 | -28% | -14% | 5%
COc1ccc(NC(=O)CN(c2ccc(OC)c(Cl)c2)S(=O)(=O)c2ccccc2)cc1 | . | ? | 4% | -5 | -30% | -42% | 0%
Cc1ccc(C)c(S(=O)(=O)N2CCN(c3ncccn3)CC2)c1 | -9 | ? | 6% | -2 | 27% | -12% | 1%
CCOc1ccc(C2C(C(=O)c3ccc(C)o3)=C(O)C(=O)N2CCCN(CC)CC)cc1 (stereo not drawn) | -4 | 0% | 4% | 2 | -6% | -4% | 7%
CCCc1nnc(NC(=O)COc2ccc3c(c2)OCO3)s1 | -7 | -8% | -2% | -3 | -17% | 15% | -8%
COc1ccc(CC(NC(C)=O)C(=O)NC2CCN(S(=O)(=O)c3ccccc3)CC2)cc1OC (stereo not drawn) | 16 | 5.2µM* | -1% | -4 | 2% | 1% | -9%
O=C(N/N=C/C=C/c1ccco1)c1cccs1 | 104* | ? | 1% | 46* | -20% | 40%[activator] | -10%
CCCNc1c(N)c(=O)oc2ccccc12 | 30 | ? | 1% | 11 | -28% | . | 5%
N#Cc1cc(Br)ccc1N=C1CCCN1c1ccccc1 | 9 | 78%[activator] | -2% | 5 | -9% | -18% | -14%
N#C/C(C(=O)NCc1ccccc1)=C1/N=C(NC(=O)c2cccs2)c2ccccc21 | -8 | -7% | -7% | -5 | -19% | 11% | -2%
COC(=O)c1c(NC(=O)C2CC2)sc2c1CCCC2 | -11 | 3% | 7% | -2 | 45µM* | 10% | -4%
CCOC(=O)N1CCN(C(=O)c2ccc(Cn3c(=S)[nH]c4cc(C(=O)OC)ccc4c3=O)cc2)CC1 | -5 | ? | 1% | 0 | -8% | ? | -19%
CCCCn1c(O)c(C(CC)=Nc2ccc(OCC)cc2)c(=O)[nH]c1=O | -5 | -54% | 4% | -2 | -19% | ? | -10%
COc1cccc(CNC(=O)CN2C(=O)CCSc3ccc(S(=O)(=O)N4CCCC4)cc32)c1 | -15 | 15% | 0% | -1 | 47% | ? | -4%
COc1cccc(-c2ccc(SCC(=O)c3ccccc3)nn2)c1 | 48* | 10% | -3% | 21 | -33% | 3% | -9%
Cc1ccc(C)c(NC(=O)COC(=O)CCC(=O)c2cccs2)c1 | -6 | 0% | 4% | 1 | -17% | 37%[activator] | -4%
CCOC(=O)Cc1csc(NC(=O)CCCC(=O)O)n1 | -4 | 48%[activator] | 1% | 1 | -8% | 32%[activator] | 1%
COC(=O)C1CC(=O)N(c2ccc(OCc3ccccc3Cl)cc2)C1 (stereo not drawn) | . | 2% | 0% | 1 | 107%[activator] | -11% | -3%
COc1ccc(S(=O)(=O)N2CCCCC2)cc1NC(=O)C1CSC2(C)CCC(=O)N12 (stereo not drawn) | 18 | 10% | 0% | -1 | 5% | ? | 3%
COc1cc2c(=O)n(Cc3ccco3)c(=O)n(CC(=O)c3ccc(Br)cc3)c2cc1OC | -3 | 0% | 1% | -1 | -2% | ? | -9%

Molecules above that contain a Cl atom, in the order listed:
SMILES | Shiga inhibitor | Pf growth 96h | LmPK inhibitor | Cycloheximide cs | AmpC inh no detg | Pf growth 48h | TbPYK inhibitor
O=C(CNC(=O)C1COc2ccccc2O1)N/N=C\c1ccccc1Cl (stereo not drawn) | -8 | 50%[activator] | 2% | -2 | -24% | 9% | -4%
CC(C)(CO)NCc1c(OCc2ccc(Cl)cc2)ccc2ccccc12 | . | 4.1µM* | 5% | -7 | 31% | ? | -2%
O=C(COc1ccccc1Cl)NNC(=O)c1cc(S(=O)(=O)N2CCOCC2)ccc1N1CCCC1 | 13 | 2% | -9% | -1 | 251% | 4% | 1%
Cc1cc(C(=O)COC(=O)CN=C2NS(=O)(=O)c3ccccc32)c(C)n1CCc1ccc(Cl)cc1 | -4 | -12% | 4% | -2 | -43% | 2% | 1%
C/C(=N\Nc1nncc2ccccc12)c1ccc(Cl)c([N+](=O)[O-])c1 | 60 | 64%[activator] | 3% | 17* | 13% | 50%[activator] | -4%
O=C(Nc1nnc(-c2ccccc2)o1)c1cc(Cl)sc1Cl | 16 | -12% | 1% | 0 | -18% | 22% | 3%
COc1ccc(NC(=O)CN(c2ccc(OC)c(Cl)c2)S(=O)(=O)c2ccccc2)cc1 | . | ? | 4% | -5 | -30% | -42% | 0%
COC(=O)C1CC(=O)N(c2ccc(OCc3ccccc3Cl)cc2)C1 (stereo not drawn) | . | 2% | 0% | 1 | 107%[activator] | -11% | -3%
